Screens from PubChem.
PLAP act – activators of human placental alkaline phosphatase; 96,000 tested, 1.2% active; AID 696; P05187; activation fold at 20 µM; purified PLAP enzyme, luminescent substrate read-out; hits give high values; in the data active = activation fold above about 2
MT1-MMP txn act – MT1-MMP promoter transcription activation | 86,000 tested, 0.16% active | AID 750 | HT1080 MT1-MMP promoter luciferase reporter, luminescence, overnight; hits give high values | activation factor at 10 µM;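 active = activation factor of at least 2 for MT1-MMP transcription at 10 µM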
HIV Rev-RRE inh – HIV Rev-RRE protein-RNA interaction inhibition; P05866; Rev peptide-RRE RNA binding, FRET; inhibition, % at 8 µM; 97,000 tested, 0.79% active; AID 704;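 active = inhibition above the screen-wide mean plus 3 SD, cut at about 35% in these data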;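 also: 0% = median DMSO wells and 100% = median Neomycin B control wells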
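Probe or stimulus: fluorescein-Rev peptide as binding partner; assay system: Cy5-tagged RRE RNA duplex with fluorescein-tagged Rev peptide; timing: 5 min compound–RNA preincubation, then 15 min with peptide, 25 °C; medium: HEPES pH 7.5 buffer with KCl, MgCl2, NaCl and EDTA; signal: fluorescein-to-Cy5 FRET, 480 nm excitation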
PLK1 inh – PLK1 (human) kinase inhibition | AID 619 | P53350 | 97,000 tested, 0.53% active | inhibition, % at 10 µM | recombinant PLK1 kinase, TR-FRET peptide phosphorylation;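 active = inhibition of 50% or more in the single-concentration screen; inactive = inhibition below 50%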;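 also: 0% = DMSO max control and 100% = H-89 dihydrochloride min control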
S1P2 antag – blocks the human S1P2 receptor; cell-based S1P2 antagonist assay, inhibition at 5 uM; inhibition, % at 5 µM; 97,000 tested, 0.21% active; in the data active = inhibition above about 45%;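 also: CRE beta-lactamase reporter cells expressing human S1P2 stimulated with S1P; 0% = agonist at EC80 alone and 100% = agonist plus reference antagonist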
PLK1 PBD inh – inhibitors of human Plk1 polo box domain binding | P53350 | 97,000 tested, 0.13% active | Plk1 PBD phosphopeptide binding, fluorescence polarization | inhibition, %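 (tested at about 20 µM)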; in the data active = inhibition above about 34%, passing the limit was not always enough
S1P2 agonist – activates the human S1P2 receptor; O95136; S1P2-expressing cell line, agonist reporter read-out; activation, % at 4.5 µM; 97,000 tested, 0.46% active; in the data active = activation above about 16%;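 also: 0% = vehicle low control and 100% = maximal reference agonist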
EphB4 antag – EphB4-ephrin-B2 interaction antagonism. P54760. EphB4 LBD / TNYL-RAW-Alexa532 peptide, fluorescence polarization. inhibition, % at 7 µM. AID 720. 97,000 tested, 0.15% active;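 active = inhibition above the screen-wide mean inhibition plus 3 SD, cut at about 15% in these data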;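 also: 0% = DMSO wells and 100% = excess unlabeled TNYL-RAW peptide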
FAK inh – blocks human focal adhesion kinase activity; Q05397; biochemical FAK kinase activity assay; inhibition, %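 (tested at 7 µM)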; 97,000 tested, 0.84% active; AID 727; in the data active = inhibition above about 19%;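 also: 0% = DMSO and 100% = reference compound high control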
Target sequence (Q05397 whole entry, looked up): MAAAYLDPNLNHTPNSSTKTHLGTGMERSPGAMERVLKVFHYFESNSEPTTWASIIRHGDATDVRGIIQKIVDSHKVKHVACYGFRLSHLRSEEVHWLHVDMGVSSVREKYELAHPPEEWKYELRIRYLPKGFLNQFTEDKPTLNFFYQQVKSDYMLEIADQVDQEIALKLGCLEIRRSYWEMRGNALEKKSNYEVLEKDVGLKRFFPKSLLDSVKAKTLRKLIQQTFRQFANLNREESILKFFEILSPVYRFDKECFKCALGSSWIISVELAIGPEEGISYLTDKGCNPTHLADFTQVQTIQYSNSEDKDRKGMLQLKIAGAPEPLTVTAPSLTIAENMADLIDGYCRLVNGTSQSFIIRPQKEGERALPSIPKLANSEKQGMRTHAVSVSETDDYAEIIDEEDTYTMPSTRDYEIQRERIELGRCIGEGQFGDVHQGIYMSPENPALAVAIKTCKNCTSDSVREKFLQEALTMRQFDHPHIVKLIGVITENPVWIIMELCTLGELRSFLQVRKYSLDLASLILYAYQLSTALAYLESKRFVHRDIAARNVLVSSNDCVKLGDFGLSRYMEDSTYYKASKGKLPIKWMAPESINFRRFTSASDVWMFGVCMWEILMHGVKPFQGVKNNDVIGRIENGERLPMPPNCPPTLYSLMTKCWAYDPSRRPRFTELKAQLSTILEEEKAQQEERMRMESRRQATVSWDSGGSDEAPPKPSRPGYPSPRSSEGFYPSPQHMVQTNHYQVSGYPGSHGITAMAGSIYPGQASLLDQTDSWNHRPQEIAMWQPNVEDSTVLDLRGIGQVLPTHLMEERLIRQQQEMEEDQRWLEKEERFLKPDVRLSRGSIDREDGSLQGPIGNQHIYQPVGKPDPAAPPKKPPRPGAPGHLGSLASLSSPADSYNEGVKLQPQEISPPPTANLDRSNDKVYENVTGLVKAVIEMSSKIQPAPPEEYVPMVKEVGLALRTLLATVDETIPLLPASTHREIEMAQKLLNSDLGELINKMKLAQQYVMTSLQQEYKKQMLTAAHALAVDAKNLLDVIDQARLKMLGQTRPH
* marks the source's active call; other numbers are inactive results; nt = not tested or not shown.

SMILES	PLAP act	MT1-MMP txn act	HIV Rev-RRE inh	PLK1 inh	S1P2 antag	PLK1 PBD inh	S1P2 agonist	EphB4 antag	FAK inh
Cc1ccc2cc(CCNC(=O)CC(C)C)c(=O)[nH]c2c1	nt	1.2	2	-11	7	-8	-8	1	6
CCOc1cc(CNc2ccc3c(c2)CCC3)ccc1OC	1.1	1.1	4	-12	-23	2	-1	9	6
CC1CC(C)CN(C(=O)COC(=O)c2ccc[nH]c2=O)C1 (stereo unspecified)	0.9	1.2	9	-14	-13	13	-2	-2	1
O=C(CSc1nc2cc(Cl)ccc2s1)N1CCN(C(=O)c2ccco2)CC1	1.3	0.9	6	-6	-5	-5	-6	-3	0
O=c1n(Cc2ccccc2)c2cc(Cl)cnc2n1Cc1ccccc1	1	1	15	-13	-12	19	-3	-6	-2
COc1ccc(-n2c(SCC(=O)Nc3nccs3)nc3sc4c(c3c2=O)CCN(C)C4)cc1	1.4	1.1	22	3	1	0	-13	-3	9
N/C(=N\OC(=O)/C=C/c1ccccc1)c1ccccc1	0.7	1.4	8	-10	3	-7	-2	-1	-1
COc1ccc(/C=N/Nc2ccc([N+](=O)[O-])cc2)cc1Cn1cc([N+](=O)[O-])cn1	0.6	1.3	54*	-11	34	12	-1	-4	-3
CCOC(=O)c1c(C)[nH]c(C)c1C(=O)CSc1nnc(-c2cc(OC)c(OC)c(OC)c2)o1	1.2	1.1	4	-4	5	20	-4	7	1
Cc1sc(NC(=O)CN(C)C2CCCCC2)nc1-c1ccc2c(c1)CCN2S(=O)(=O)c1ccccc1	1.2	nt	11	-8	-7	-6	-5	-4	1
COc1ccc(C(C)=O)cc1CSc1nnc(C)s1	1.1	1.2	-3	1	-9	11	-5	-13	1
CCC1CCCCN1C(=O)CSc1nnc(CNC(=O)COc2ccc(Cl)cc2)o1 (stereo unspecified)	1.7	nt	12	-12	-6	-12	-8	-5	1
S=C(Nc1ccccc1)N1N=CCC1c1ccccc1 (stereo unspecified)	0.9	1.3	3	-14	10	7	-6	0	9
CCOC(=O)C(NC(=O)CC)(Nc1cc(C)on1)C(F)(F)F (stereo unspecified)	1.3	1.1	1	-18	-6	-18	-7	-1	-6
Cc1ccc(S(=O)(=O)NCC(c2cccnc2)N(C)C)cc1 (stereo unspecified)	1.2	1.1	3	-2	-3	12	-4	0	0
CC(=O)NCCn1c(SCC(=O)OCc2ccccc2)nc2ccccc2c1=O	1.3	1.1	1	-8	-9	10	-7	0	1
CC(C(=O)Nc1ccccc1Sc1ccccc1)N(c1ccccc1)S(C)(=O)=O (stereo unspecified)	1.2	nt	11	-12	16	-2	-2	0	1
CC1CCN(S(=O)(=O)c2cccc(C(=O)Nc3ccccn3)c2)CC1	1.1	1.1	6	-13	-7	-3	-2	-3	-1
O=C(CSc1nnc(-c2ccccc2)c(-c2ccccc2)n1)N1CCOCC1	1.1	1.2	10	-40	-45	10	-2	0	4
O=C(CCCCCn1c(=O)[nH]c2ccsc2c1=O)NCc1ccc(F)cc1	0.9	nt	6	-11	-3	11	-6	1	4
CC1CC(C)CN(C(=O)C(NS(=O)(=O)c2ccc3c(c2)oc(=O)n3C)C(C)C)C1 (stereo unspecified)	1.5	1	1	16	9	-20	-6	5	-4
O=C(Cc1ccccc1)N/N=C/c1ccc([N+](=O)[O-])s1	1.2	nt	1	-7	-2	24	-6	-7	1
c1csc(-c2ccc3ccccc3n2)c1	1	1.7	4	3	2	-23	-6	2	-2
CC(=O)Nc1cccc(-c2csc(Nc3cc(C)ccn3)n2)c1	1.4	nt	11	-11	27	-4	-5	7	3
COc1ccc(CC(=O)c2c(O)cc(O)cc2O)cc1OC	1.8	1.2	-2	-8	-10	-17	0	-5	1
Cc1ccc(C2C(=O)N(C3CCC(C)CC3)CC(=O)N2C2CC2)cc1 (stereo unspecified)	0.9	1	4	-9	7	7	-2	-1	-1
O=C(COc1cccc(Cl)c1)Nc1ccc(N2CCOCC2)cc1	0.9	1.1	4	-4	-6	19	-6	2	-1
O=C(NCCc1cn2ccsc2n1)c1cccs1	0.9	1.2	16	-8	-20	0	-3	2	-3
O=C(c1cccc(Cl)c1)N(Cc1cccs1)C1CCS(=O)(=O)C1 (stereo unspecified)	1	1.2	-2	-11	-6	12	1	-2	-1
CN(C)C(CN1C(=O)C2CC=CCC2C1=O)c1cn(C)c2ccccc12 (stereo unspecified)	1.5	1.3	1	-3	17	10	-5	-2	2
O=C(CSc1nc2ncccc2[nH]1)c1ccc(F)cc1	1.1	1.3	6	-9	-10	-15	-2	-4	0
O=C(Cn1cnc2c(nnn2Cc2ccc(F)cc2)c1=O)NCC1CCCO1 (stereo unspecified)	nt	1.1	2	-10	-9	-11	-3	4	0
O=C(CCS(=O)(=O)c1ccccc1)Nc1nc2c(s1)CCCC2	0.9	0.8	0	69*	1	20	-1	0	2
CCOC(=O)CCCCC(=O)NC(CO)C(=O)NC (stereo unspecified)	0.8	1.3	5	-16	2	-13	-3	8	2
CC(C)CCC(C)N=Cc1c(O)n(Cc2ccccc2)c(=O)c2ccccc12 (stereo unspecified)	0.8	1	-2	1	6	-9	-4	-1	1
COc1ccc(C(=O)COC(=O)CSCc2c(C)noc2C)cc1OC	1.2	1.2	2	-3	-20	-6	-8	-2	-6
O=C(CSCc1ccc(Cl)cc1)N1CCCCC1	1	1.7	5	-2	-6	-30	-2	5	-1
Cc1csc(SC(C)C(=O)Nc2ccc(Cl)cn2)n1 (stereo unspecified)	1	1.1	-4	-2	2	-5	-3	3	-2
Cn1c(Cn2nnc3ccccc32)nnc1SCC(=O)c1ccccc1F	1.1	1.2	0	-8	6	-16	-4	8	1
C/C(=C\c1ccccc1)CN1CCN(c2ccccc2)CC1	nt	nt	12	-14	14	27	-6	10	-8
O=C(NCc1ccc2c(c1)OCO2)c1cccnc1	0.9	1.2	3	-10	9	-35	-5	-5	-3
O=C(c1ccccc1)c1ccc(OCC(O)CN2CCN(Cc3ccccc3)CC2)cc1 (stereo unspecified)	1.5	1.1	9	-8	-5	4	-5	6	0
COCCCNC(=O)Cn1nc(-c2ccc(C)cc2)ccc1=O	1.3	1	13	-7	12	-7	-5	2	-1
N#CC1=C(N)C(C#N)(C#N)[C@H](c2c(F)cccc2F)[C@H]2CC3(CC=C12)OCCO3	1.5	0.5	56*	-8	16	0	-2	-1	-1
CCOCCNC(=O)c1ccc2c3c(cccc13)CC2	0.9	1.2	3	-8	-16	-2	-2	-3	-1
CCn1c(SCC(=O)Nc2cc(C)on2)nnc1-c1ccc(S(=O)(=O)N2CCN(C)CC2)cc1	2*	1.2	5	0	-6	15	-6	0	0
Cc1noc(C)c1COc1cccc(C(=O)Nc2ccc(C#N)cc2)c1	1	0.9	6	-7	12	-6	-3	3	6
COc1ccc(Cl)cc1NC(=O)CN1CCC(n2nnc3cc(F)ccc32)CC1	0.8	0.9	-2	-10	-8	-20	-9	-8	-1
CC(C)CCn1nnnc1C(c1ccc(F)cc1)N1CCN(C(=O)c2ccco2)CC1 (stereo unspecified)	1.3	1.1	-1	8	13	-31	-4	-6	-4
Cc1cc(C)c2c3c(sc2n1)C1(CCSCC1)C(C#N)=C(N)O3	nt	1.1	2	-7	12	5	-9	-5	2
Cc1ccc(Cl)cc1NC1=C/C(=N\S(=O)(=O)c2cccs2)c2ccccc2C1=O	1.3	nt	5	-2	12	-17	0	1	32*
CC(C)n1nnnc1SCC(=O)NCc1ccc2c(c1)OCO2	1	1.3	5	-14	0	11	-1	-8	-4
COCCN=C1Sc2nc3c(C)cccc3cc2CN1Cc1ccco1	1.3	1.1	6	-9	14	-15	-3	3	6
Cc1ccc(N2C(=O)CC(N3CCN(C4CCc5ccccc5C4)CC3)C2=O)cc1 (stereo unspecified)	1.4	1.1	2	-13	22	8	0	2	3
CN(C)C(=O)Cn1c(SCC(=O)NCc2ccc3c(c2)OCO3)nc2ccccc21	nt	1.4	0	-3	2	2	1	3	2
Cc1ccc(S(=O)(=O)N2Cc3ccccc3CC2C(=O)Nc2ccc3c(c2)OCO3)cc1 (stereo unspecified)	1.6	nt	1	-10	9	1	-3	-8	5
CCn1cc(Cl)c(C(=O)Nc2nc3ccccc3n2CCN2CCCCC2)n1	2.3*	nt	0	-1	12	1	-5	-2	1
COc1ccc(CNC(=O)CSc2nnnn2Cc2ccccc2)cc1	0.7	1	-2	-12	-12	-9	-7	2	-5
CC(n1cnnn1)C12CC3CC(CC(C3)C1)C2 (stereo unspecified)	1	1	5	-10	-4	-1	-5	2	-1
O=C(Cc1cccs1)Nc1ccc(-c2nc3ccccc3[nH]2)cc1	0.9	nt	6	-12	16	6	-6	2	2

(listing goes on)
SMILES	PLAP act	MT1-MMP txn act	HIV Rev-RRE inh	PLK1 inh	S1P2 antag	PLK1 PBD inh	S1P2 agonist	EphB4 antag	FAK inh
CCn1c(SCc2nc3ccccc3[nH]2)nnc1-c1ccncc1	1.4	1.1	16	-18	7	-36	-7	6	-2
Cc1ccc(C2CN(c3ccccc3)CC2C(=O)c2ccc(F)cc2)cc1 (stereo unspecified)	0.8	nt	-2	3	-20	6	-2	-11	-2
Cn1c(SCC(=O)Nc2ccccc2)nnc1-c1ccc(NC(=O)CCc2ccccc2)cc1	nt	1.1	2	-18	-18	14	-5	5	-1
CC(=O)N(C)c1ccc(NC(=O)C(F)(F)F)cc1	nt	1	5	-4	-2	16	-5	4	3
COc1ccc(-n2cnc3cc(NC(=O)c4ccco4)ccc32)cc1	0.8	1.2	13	-13	-6	0	-4	4	3
CCCOc1ccc(C(C)=O)cc1CC(C(=O)OCC)C(=O)OCC	1.2	1.1	-2	-24	-1	-11	-3	3	5
COc1cccc(-n2c(SCC#N)nnc2-c2cnccn2)c1	0.9	1.1	12	-11	-3	16	-4	-2	2
Cc1nc2ccccn2c1P(=Nc1ccccc1)(N(C)C)N(C)C	1.1	1.2	-2	-11	3	0	-1	-5	-4
Cc1cc(C)nc(N(C#N)Cc2ccc(Br)cc2)n1	0.8	1.1	10	-13	-36	-16	2	0	0
CCOC(=O)CC1C(=O)NCCN1C(=O)c1cccc(C(F)(F)F)c1 (stereo unspecified)	1	1.1	-2	-11	10	4	-8	-6	-3
O=C1CC(c2ccc(F)cc2)Cc2nc(N3CCN(c4ccccc4)CC3)ncc21 (stereo unspecified)	1	1	6	-15	-8	-16	-9	-4	0
Cc1ccc(CSc2nnc(-c3cccs3)n2C)cc1	nt	1.3	4	-8	6	7	-2	-3	0
COc1ccc(-c2cn3cc(C)ccc3n2)cc1OC	1	0.6	7	-16	-12	-16	-2	4	-2
COc1ccc(/C=N/OC/C(O)=C(\C#N)c2nc3ccccc3[nH]2)cc1	0.9	nt	10	-18	6	-12	-5	-6	3
Cc1cccc(OCc2nnc(SCC(=O)N(C(C)C)C(C)C)n2Cc2ccco2)c1C	1.6	1.2	5	-5	-4	-13	-1	1	7
Cc1c(NC(=O)C2Cc3ccccc3CN2C(=O)c2ccco2)c(=O)n(-c2ccccc2)n1C (stereo unspecified)	1	1	-2	-5	16	13	-3	-1	-7
CSc1nc2cc3c(cc2n1C(=O)c1ccc(C)cc1)OCCO3	0.9	nt	1	4	-1	8	-14	8	8

Reformatted: entries from further up
PLAP act,MT1-MMP txn act,HIV Rev-RRE inh,PLK1 inh,S1P2 antag,PLK1 PBD inh,S1P2 agonist,EphB4 antag,FAK inh,mol
1,1,-2,-5,16,13,-3,-1,-7,Cc1c(NC(=O)C2Cc3ccccc3CN2C(=O)c2ccco2)c(=O)n(-c2ccccc2)n1C (stereo unspecified)
0.9,nt,10,-18,6,-12,-5,-6,3,COc1ccc(/C=N/OC/C(O)=C(\C#N)c2nc3ccccc3[nH]2)cc1
0.8,1.2,13,-13,-6,0,-4,4,3,COc1ccc(-n2cnc3cc(NC(=O)c4ccco4)ccc32)cc1
0.8,1.1,10,-13,-36,-16,2,0,0,Cc1cc(C)nc(N(C#N)Cc2ccc(Br)cc2)n1
1.4,1.1,16,-18,7,-36,-7,6,-2,CCn1c(SCc2nc3ccccc3[nH]2)nnc1-c1ccncc1
